Assay outcomes from PubChem BioAssay.
D2 PAM = HTS Assay for Positive Allosteric Modulators of the Human D2 Dopamine Receptor: Primary Screen for Potentiators; D(2) dopamine receptor (Homo sapiens), P14416; actives 0.34% (n = 340,000); AID 485347, 2010; HEK293 T-REx D2, calcium flux, EC20 dopamine potentiation; potentiation, % at 10 µM;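 active = potentiation over 3 SD above the plate norm, cut at about 30% in these data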; note: 0% is about no effect
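Potentiation of an EC20 dopamine calcium response measured kinetically over 180 s, after a preceding 180 s compound-only read flagging agonists. Cells: inducible Hek293 Trex D2 line, 4000/well, cultured overnight at 30 C before dye loading.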
D1 agonist = Allosteric Agonists of the Human D1 Dopamine Receptor: qHTS; D(1A) dopamine receptor (Homo sapiens), P21728; HEK293 T-REx D1 cells, calcium flux, agonist mode; activation, % at 2 µM; actives 1% (n = 360,000); AID 504660, 2011; note: 0% is about no effect
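Agonism was scored from calcium flux recorded over 180 s (1 read/s) after pintool compound addition, following a 10-cycle baseline. Cells were inducible force-coupled HEK293 TREx D1, plated overnight at 30 C and loaded with no-wash calcium dye.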
TRHR agonist = qHTS for Small Molecule Agonists and Allosteric Enhancers of Human TRH Receptor: Primary Screen for Agonists; Thyrotropin-releasing hormone receptor (Homo sapiens), P34981; TRHR cells, calcium flux fluo-8, FDSS agonist mode; activation, % at 2 µM; actives 0.18% (n = 360,000); AID 493084, 2011; note: 0% is about no effect
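TRHR-expressing cells, plated overnight in medium with 10% serum, were loaded with fluo-8 calcium dye at room temperature. After a 10 s baseline, library compound was pin-added and calcium release was recorded kinetically (ex 480/em 530) as agonist response.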
TRHR PAM = qHTS for Small Molecule Agonists and Allosteric Enhancers of Human TRH Receptor: Primary Screen for Enhancers. Thyrotropin-releasing hormone receptor (Homo sapiens), P34981. TRHR cells, fluo-8 calcium fluorescence, EC20 TRH enhancement. enhancement, % at 2 µM. actives 0.66% (n = 360,000); in the data active = enhancement above about 30%; note: 0% is about no effect
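TRHR-expressing cells loaded with fluo-8 calcium dye were read kinetically (ex 480/em 530) during compound addition, then stimulated with an EC20 of TRH (10 nM final). Enhancement of the Gq-mediated intracellular calcium response was scored.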
D1 PAM = Potentiators of Human D1 Dopamine Receptor: qHTS | D(1A) dopamine receptor (Homo sapiens), P21728 | HEK293 TREx D1 cells, calcium flux, dopamine EC20 potentiation | AID 504651, 2011 | potentiation, % at 10 µM | actives 0.036% (n = 360,000); in the data active = potentiation above about 30%; note: 0% is about no effect
D1 antagonist = Antagonist of Human D 1 Dopamine Receptor: qHTS | actives 3.2% (n = 360,000) | activity change, negative = inhibition, % at 10 µM | D(1A) dopamine receptor (Homo sapiens), P21728 | HEK293 TREx D1 cells, calcium flux, dopamine EC80; hits give low values | AID 504652, 2011; in the data active = activity change below about -30%; note: % is set by controls: 0 for no effect and ±100 for the full control effect
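Kinetic fluorescence of a calcium dye serves as the read-out. D1-expressing Hek293 Trex cells, induced overnight at 30 C, are exposed to compound for 180 s before an EC80 dopamine addition, then read 180 s further.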
D2 antagonist = HTS Assay for Allosteric Antagonists of the Human D2 Dopamine Receptor: Primary Screen for Antagonists; HEK293 TREx D2 cells, calcium flux, dopamine EC80; actives 2% (n = 340,000); inhibition, % at 10 µM; D(2) dopamine receptor (Homo sapiens), P14416; in the data active = inhibition above about 30%; note: 0% is about no effect
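Tetracycline-induced HEK293 TREx cells expressing D2 receptor forced-coupled to calcium signalling, loaded with no-wash calcium dye. Compounds added and calcium flux read 180 s, then dopamine added at EC80 and read a further 180 s.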
RXFP1 antag = qHTS Assay for Antagonists of the Relaxin Receptor RXFP1 | HEK293-RXFP1, relaxin-stimulated cAMP HTRF, 30 min; hits give low values | activity change, negative = inhibition, % at 57.5 µM | actives 0.59% (n = 350,000) | AID 1259400, 2018;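 active = activity change of -60% or lower, but not beyond a set lower limit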; note: % is set by controls: 0 for no effect and ±100 for the full control effect
Target sequence (Q9HBX9 whole entry, looked up): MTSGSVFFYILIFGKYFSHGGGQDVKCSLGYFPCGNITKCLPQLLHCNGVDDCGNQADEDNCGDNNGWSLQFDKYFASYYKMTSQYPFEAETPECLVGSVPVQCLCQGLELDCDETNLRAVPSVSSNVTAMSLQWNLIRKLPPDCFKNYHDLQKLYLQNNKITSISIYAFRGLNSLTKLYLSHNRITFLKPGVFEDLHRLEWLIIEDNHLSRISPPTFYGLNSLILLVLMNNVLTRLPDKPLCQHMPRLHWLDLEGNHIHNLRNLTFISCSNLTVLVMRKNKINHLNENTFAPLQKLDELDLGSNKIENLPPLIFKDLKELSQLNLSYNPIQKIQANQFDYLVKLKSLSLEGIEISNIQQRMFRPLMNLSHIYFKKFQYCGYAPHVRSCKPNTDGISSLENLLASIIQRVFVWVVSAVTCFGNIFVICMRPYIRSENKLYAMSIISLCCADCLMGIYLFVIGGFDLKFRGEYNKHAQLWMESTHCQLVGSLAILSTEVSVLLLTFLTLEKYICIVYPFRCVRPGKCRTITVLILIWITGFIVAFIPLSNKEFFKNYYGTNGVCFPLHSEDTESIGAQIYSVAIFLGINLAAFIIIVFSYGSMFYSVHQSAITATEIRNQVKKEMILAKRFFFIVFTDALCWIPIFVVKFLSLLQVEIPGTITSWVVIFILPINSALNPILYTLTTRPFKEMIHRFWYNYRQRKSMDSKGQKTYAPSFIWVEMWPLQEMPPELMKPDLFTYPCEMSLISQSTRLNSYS
D2 ag = HTS Assay for Allosteric Agonists of the Human D2 Dopamine Receptor: Primary Screen for Agonists | D(2) dopamine receptor (Homo sapiens), P14416 | HEK293 T-REx D2 cells, calcium flux agonist mode | activation, % at 2 µM | actives 0.53% (n = 340,000) | AID 485358, 2010;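 active = activation over 3 SD above normal in the single-dose calcium agonist read, cut at about 30% in these data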; note: 0% is about no effect
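Tetracycline-induced HEK293 T-REx cells with force-coupled D2 receptor, plated overnight at 30 C, loaded with no-wash calcium dye. After a 10 s baseline, compound was pin-added and calcium flux read kinetically for 180 s; calcium rises flagged agonists.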
* = called active by the depositor. Cut-off read from the data, not from the text of the source, unless noted: active = activation above about 30%; inactive = the rest.

How did Cc1ccc(/C=N\NC(=O)Cc2noc3ccccc23)cc1 do in these assays?
D2 PAM: 8; D1 agonist: 1; TRHR agonist: 0.2; TRHR PAM: -3; D1 PAM: -2; D1 antagonist: -26; D2 antagonist: 11; RXFP1 antag: 15; D2 ag: 0.1

How did Cc1ccccc1NC(=O)Cc1nc(COC(=O)C(C)C)cs1 do in these assays?
D2 PAM: 1; D1 agonist: 4; TRHR agonist: 0.0; TRHR PAM: 3; D1 PAM: -4; D1 antagonist: -6; D2 antagonist: -1; RXFP1 antag: -2; D2 ag: -0.1

Results for C=CCOc1ccc(C2=NO[C@@H]3[C@@H]4C[C@@H]([C@H]5C(=O)N(C)C(=O)[C@@H]45)[C@H]23)cc1 ?
D2 PAM: 1; D1 agonist: 5; TRHR agonist: 0.4; TRHR PAM: -2; D1 PAM: -5; D1 antagonist: -18; D2 antagonist: 8; RXFP1 antag: 9; D2 ag: 0.8

Results for CCCC(=O)N(C)c1nnc(-c2ccc(OC)cc2)s1 ?
D1 agonist: 2; TRHR agonist: 1.8; TRHR PAM: -3; D1 PAM: -7; D1 antagonist: -4; RXFP1 antag: 1

What do the screens show for `COc1ccc(CCNC(=O)C(=O)c2c(C)n(C)c3ccccc23)cc1OC`?
D2 PAM: -3; D1 agonist: 4; TRHR agonist: -0.2; TRHR PAM: 0; D1 PAM: -13; D1 antagonist: -1; D2 antagonist: 0; RXFP1 antag: 3; D2 ag: 0.5

How did COc1ccc(Cl)cc1C(=O)NNC(=O)C1COc2ccccc2O1 (stereo unspecified) do in these assays?
D2 PAM: -10; D1 agonist: 1; TRHR agonist: 0.7; TRHR PAM: 3; D1 PAM: -5; D1 antagonist: 0; D2 antagonist: 4; RXFP1 antag: -7; D2 ag: -0.6

Results for COc1ccc(Cl)cc1NS(=O)(=O)c1cccc2cccnc12 ?
D2 PAM: 7; D1 agonist: 2; TRHR agonist: 0.0; TRHR PAM: 6; D1 PAM: 3; D1 antagonist: -2; D2 antagonist: -12; RXFP1 antag: -10; D2 ag: -1.1

How did COc1cccc(CC2(CO)CCCN(C/C=C/c3ccccc3OC)C2)c1 (stereo unspecified) do in these assays?
D2 PAM: 11; D1 agonist: 33*; TRHR agonist: -1.2; TRHR PAM: 10; D1 PAM: -4; D1 antagonist: 19; D2 antagonist: 8; RXFP1 antag: 1; D2 ag: -0.6

What do the screens show for `CC(CN(C)Cc1ccccc1)OC(=O)c1ccccc1F` (stereo unspecified)?
D2 PAM: -28; D1 agonist: 2; TRHR agonist: -1.4; TRHR PAM: -7; D1 PAM: -8; D1 antagonist: -9; D2 antagonist: 5; RXFP1 antag: -26; D2 ag: -1.1

What do the screens show for `CCn1cc(/C=C(\NC(=O)c2cc(OC)c(OC)c(OC)c2)C(=O)NCCN2CCOCC2)c2ccccc21`?
D1 agonist: 2; TRHR agonist: 0.2; TRHR PAM: 1; D1 PAM: -10; D1 antagonist: -10; RXFP1 antag: -10

How did Cc1cccc(N=C2NC(=O)/C(=C/C=C/c3ccco3)S2)c1 do in these assays?
D2 PAM: -5; D1 agonist: -1; TRHR agonist: -0.5; TRHR PAM: -1; D1 PAM: 0; D1 antagonist: -11; D2 antagonist: -8; RXFP1 antag: -73*; D2 ag: 6.5

Results for CC(C)(C)OC(=O)N1CCC(c2c(C(=O)NCC3CCN(C4CCCC4)C3)cnn2-c2ccccc2Cl)CC1 (stereo unspecified) ?
D2 PAM: 5; D1 agonist: 1; TRHR agonist: 0.3; TRHR PAM: -12; D1 PAM: 1; D1 antagonist: -2; D2 antagonist: 46*; RXFP1 antag: -7; D2 ag: -0.5

How did COc1nn(C(C)C(=O)N2N=C(C(F)F)CC2(O)C(F)F)cc1[N+](=O)[O-] (stereo unspecified) do in these assays?
D2 PAM: -19; D1 agonist: -1; TRHR agonist: 0.1; TRHR PAM: -6; D1 PAM: -2; D1 antagonist: -1; D2 antagonist: 6; RXFP1 antag: 7; D2 ag: 0.1

How did CSc1nnc2c(n1)OC(c1cn(C)c3ccccc13)N(C(C)=O)c1ccccc1-2 (stereo unspecified) do in these assays?
D2 PAM: -1; D1 agonist: 1; TRHR agonist: -0.6; TRHR PAM: 4; D1 PAM: -3; D1 antagonist: 2; D2 antagonist: 3; RXFP1 antag: 0; D2 ag: -0.1

Results for CCOc1ccc(NC(=O)CCC(=O)N/N=C(\C)c2cccs2)cc1 ?
D2 PAM: 17; D1 agonist: 0; TRHR agonist: -0.6; TRHR PAM: 6; D1 PAM: -5; D1 antagonist: -4; D2 antagonist: 2; RXFP1 antag: -1; D2 ag: -1.4

How did Cc1cccc2cc(CN(Cc3cccnc3)C(=O)c3cccs3)c3nnnn3c12 do in these assays?
D2 PAM: 16; D1 agonist: 1; TRHR agonist: 0.1; TRHR PAM: -5; D1 PAM: -2; D1 antagonist: 0; D2 antagonist: 6; D2 ag: 0.3

How did CN(C)c1ccc(N/C=C/C(=O)c2ccco2)cc1 do in these assays?
D2 PAM: 0; D1 agonist: 9; TRHR agonist: 2.0; TRHR PAM: -14; D1 PAM: -2; D1 antagonist: -3; D2 antagonist: -4; RXFP1 antag: -64*; D2 ag: 0.5

How did CCOC(=O)C1=C(C)N(c2ccccc2)C(=O)/C1=C\c1ccco1 do in these assays?
D2 PAM: 3; D1 agonist: -1; TRHR agonist: -0.1; TRHR PAM: -3; D1 PAM: -2; D1 antagonist: 6; D2 antagonist: 4; RXFP1 antag: -3; D2 ag: 0.9

How did CCOc1cc(/C=N/NC(=O)C(=O)NCC2CCCO2)ccc1OCC(=O)N1CCOCC1 (stereo unspecified) do in these assays?
D2 PAM: 2; D1 agonist: 1; TRHR agonist: 0.1; TRHR PAM: 3; D1 PAM: -10; D1 antagonist: 0; D2 antagonist: -4; RXFP1 antag: 4; D2 ag: 0.2

What do the screens show for `COc1ccc(C(C#N)N2N=C(C)CC2c2ccccc2)cc1` (stereo unspecified)?
D1 agonist: 3; TRHR agonist: -1.1; TRHR PAM: -4; D1 PAM: 2; D1 antagonist: -1; RXFP1 antag: 3

5 consecutive entries out of the list so far, quoted:
Results for CCOc1ccc(NC(=O)CCC(=O)N/N=C(\C)c2cccs2)cc1 ?
D2 PAM: 17; D1 agonist: 0; TRHR agonist: -0.6; TRHR PAM: 6; D1 PAM: -5; D1 antagonist: -4; D2 antagonist: 2; RXFP1 antag: -1; D2 ag: -1.4

How did Cc1cccc2cc(CN(Cc3cccnc3)C(=O)c3cccs3)c3nnnn3c12 do in these assays?
D2 PAM: 16; D1 agonist: 1; TRHR agonist: 0.1; TRHR PAM: -5; D1 PAM: -2; D1 antagonist: 0; D2 antagonist: 6; D2 ag: 0.3

How did CN(C)c1ccc(N/C=C/C(=O)c2ccco2)cc1 do in these assays?
D2 PAM: 0; D1 agonist: 9; TRHR agonist: 2.0; TRHR PAM: -14; D1 PAM: -2; D1 antagonist: -3; D2 antagonist: -4; RXFP1 antag: -64*; D2 ag: 0.5

How did CCOC(=O)C1=C(C)N(c2ccccc2)C(=O)/C1=C\c1ccco1 do in these assays?
D2 PAM: 3; D1 agonist: -1; TRHR agonist: -0.1; TRHR PAM: -3; D1 PAM: -2; D1 antagonist: 6; D2 antagonist: 4; RXFP1 antag: -3; D2 ag: 0.9

How did CCOc1cc(/C=N/NC(=O)C(=O)NCC2CCCO2)ccc1OCC(=O)N1CCOCC1 (stereo unspecified) do in these assays?
D2 PAM: 2; D1 agonist: 1; TRHR agonist: 0.1; TRHR PAM: 3; D1 PAM: -10; D1 antagonist: 0; D2 antagonist: -4; RXFP1 antag: 4; D2 ag: 0.2

Going on with the list.
Results for CCN(Cc1cc2cccc(C)c2[nH]c1=O)C(=O)c1ccccc1OC ?
D2 PAM: 9; D1 agonist: 3; TRHR agonist: -0.2; TRHR PAM: -5; D1 PAM: 5; D1 antagonist: 4; D2 antagonist: -9; RXFP1 antag: -12; D2 ag: 0.2

Results for Cc1nn2cc(-c3ccc(Cl)cc3)nc2s1 ?
D2 PAM: -5; D1 agonist: 2; TRHR agonist: -0.9; TRHR PAM: -3; D1 PAM: -1; D1 antagonist: 0; D2 antagonist: 9; RXFP1 antag: -11; D2 ag: 0.2

How did CCn1c(-c2csc(-c3ccc(Cl)cc3)n2)n[nH]c1=S do in these assays?
D2 PAM: -7; D1 agonist: 2; TRHR agonist: 0.3; TRHR PAM: 2; D1 PAM: 6; D1 antagonist: -2; D2 antagonist: 7; RXFP1 antag: -7; D2 ag: 0.3

What do the screens show for `CN(CC(=O)Nc1ccc(N2CCOCC2)cc1)C(=O)c1cc(S(=O)(=O)N(C)C)ccc1Cl`?
D2 PAM: -10; D1 agonist: 1; TRHR agonist: 0.5; TRHR PAM: -1; D1 PAM: 2; D1 antagonist: 16; D2 antagonist: 8; RXFP1 antag: 6; D2 ag: 0.2

What do the screens show for `O=C(NC1CC1)C1CCN(C2CCN(C(=O)/C=C/c3cccc(F)c3F)CC2)CC1`?
D2 PAM: -1; D1 agonist: 0; TRHR agonist: 0.5; TRHR PAM: 0; D1 PAM: -3; D1 antagonist: -12; D2 antagonist: -17; RXFP1 antag: 3; D2 ag: 0.4

How did Cc1ccccc1/C=C/C(=O)NCC(=O)N1CCC(N(C)C2CCCCC2C)CC1 (stereo unspecified) do in these assays?
D2 PAM: -21; D1 agonist: 0; TRHR agonist: -0.9; TRHR PAM: -2; D1 PAM: 2; D1 antagonist: -20; D2 antagonist: -13; RXFP1 antag: 23; D2 ag: 0.2

Results for COc1cc(C(N)=O)cc(Cl)c1OC ?
D2 PAM: 1; D1 agonist: 1; TRHR agonist: 0.4; TRHR PAM: 1; D1 PAM: -4; D1 antagonist: 7; D2 antagonist: 19; RXFP1 antag: 4; D2 ag: -0.1

How did CCOC(=O)c1cccc(-c2c(-c3ccccc3)ncc3cc(OC)c(OC)cc23)c1 do in these assays?
D2 PAM: 4; D1 agonist: 4; TRHR agonist: -0.7; TRHR PAM: 11; D1 PAM: -3; D2 antagonist: 3; D2 ag: -0.2
